Screening data: PubChem, Broad Institute
INS-1E GSIS act: GLuc luminescence reporter in INS-1E cells, primary screen for activators of glucose-dependent secretion of insulin. AID 743287. activation, % at 16.6 µM. INS-1E GLuc reporter insulin secretion, 2-3 h. 0.61% of 370,000 active;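 active = lowest replicate activation of at least 40%, so every replicate reaches that level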;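 also: 0% = median of neutral control wells and 100% = median of IBMX positive control wells; some compounds called inactive have numbers as strong as hits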
Cneo AK release: Cryptococcus neoformans lysis via adenylate kinase release; C. neoformans lysis, adenylate kinase release luminescence, 4 h; normalised: neutral wells 0, clomiphene wells 100; lysis activity, % at 15 µM; 0.2% of 360,000 active; AID 651654;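 active = mean lysis activity across replicates of at least 80%, whatever share of replicates individually reach that level; inactive = mean lysis activity below 80%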
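Material – log-phase Cryptococcus neoformans yeast cells · Input – 5 × 10^6 yeast cells/mL · Medium – fresh YPD growth medium · Doses – single compound concentration per well · Timing – static 4 h at 37 °C with compound, 1 h detection · Detection – adenylate kinase release luminescence · Read-out – signal increase indicating cell lysis · Control set – Clomiphene as positive lysis control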
PglD inh: PglD (C. jejuni) enzyme inhibition | purified PglD enzyme, DTNB colorimetric CoA detection | 0.098% of 360,000 active | inhibition, % at 12.5 µM | AID 602405; in the data active = inhibition above about 16%, passing the limit was not always enough; also: strong numbers were not always called active
ARNT-TACC3 inh: disrupts binding between human ARNT and TACC3. Q9Y6A5. AlphaScreen His-ARNT PAS-B/GST-TACC3 binding, luminescence; TACC3 fragment carries E629A point mutation. inhibition, % at 9.99 µM. 0.66% of 390,000 active;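 active = mean inhibition of replicates at least 50% and at least half of replicates each reaching 50%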;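 also: 0% = complete ARNT plus TACC3 wells and 100% = ARNT alone without TACC3; many hits fall short of the cut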
LGR2 inh: blocks bursicon-induced cAMP signaling via Drosophila LGR2 | HEK293 LGR2, CRE-luciferase, bursicon-stimulated, 4 h | inhibition, % at 9.99 µM | 0.35% of 380,000 active;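 active = drop in luminescence signal, shown as inhibition above about 50% in the replicate tests, limit read from the data, passing the limit was not always enough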;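 also: agonist challenge used bursicon conditioned medium at about half maximal strength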
Statin myotox sup: suppressors of simvastatin-induced myotoxicity in C2C12 myotubes; ATP luminescence, 48 h; scaled: DMSO 0, geranylgeraniol control 100; rescue of ATP level, % at 7.49 µM; 0.78% of 330,000 active; AID 602340;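 active = mean ATP rescue above about 67%, or every replicate alone reaching that limit, limit read from the data, passing the limit was not always enough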;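 also: myotubes were challenged with 10 µM simvastatin during compound exposure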
PAX8 inh HTS: PAX8 transcriptional activity inhibition; 1.2% of 360,000 active; inhibition, % at 12.6 µM; RMG-I TPO-luciferase reporter, SteadyGlo, 24 h;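 active = mean replicate inhibition at least 60% with every replicate also reaching 60%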;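 also: luciferase light reporting Pax8 driven TPO promoter activity; plate controls were median of neutral control wells for no effect and mitoxantrone controls for full effect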
PGC1a acetyl inh: modulators of PGC1a acetylation; AID 651687; 0.17% of 350,000 active; U2OS PGC1a acetylation, AlphaScreen anti-acetyl-lysine; with virally co-expressed GCN5 acetyltransferase; inhibition, % at 15.6 µM;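 active = every replicate shows inhibition of at least 40%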;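 also: 0% = neutral control wells and 100% = positive control wells; some results beyond the cut were filed as inactive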
Active calls of the source: *; nt = no result given; & = joins results of further samples; ! = repeats disagree.

SMILES	INS-1E GSIS act	Cneo AK release	PglD inh	ARNT-TACC3 inh	LGR2 inh	Statin myotox sup	PAX8 inh HTS	PGC1a acetyl inh
COCCCn1c(=O)c2ccccc2n(Cc2cc(C(=O)OC)ccc2OC)c1=O	2	0	5	-11	-7	5	29	-12
CCN(CC(=O)Nc1cccc(S(N)(=O)=O)c1)Cc1nc2ccccc2c(=O)[nH]1	8	-1	2	-6	3	nt	4	0
O=C(Cc1c(F)cccc1Cl)Nc1cc(S(=O)(=O)N2CCCCC2)ccc1N1CCOCC1	-1	-2	5	0	0	-19	17	-6
CCC(=O)N1CCc2cc(S(=O)(=O)N3CCCC3)ccc21	0	2	2	-3	0	1	-6	0
C[C@@H]1CN([C@@H](C)CO)C(=O)CCCn2nncc2CO[C@H]1CN(C)S(=O)(=O)c1ccc(Cl)cc1	-1&-9	2&-2&9	-4&-2&-2	-18&1	1&3	10&-1&-1	102*!	97*!
O=C(CN1CCCCC1)NN(Cc1ccccc1)c1ccccc1	12	nt	nt	2	0	nt	-3	2
CC(C)N(CCCNC(=O)c1ccc(N2CCCC2=O)cc1)Cc1ccccc1	-4	nt	nt	2	-1	nt	-22	-1
COc1ccc(CCNC(=O)Cn2c(-c3nonc3N)nc3ccccc32)cc1OC	-2	-1	3	2	nt	-2	nt	8
CCN1C(=O)c2ccc(C(=O)Nc3ccc4c(c3)OCO4)cc2C1=O	-5	-2	0	-3	21	-5	-11	nt
C[C@H]1CN([C@@H](C)CO)C(=O)c2cc(NS(=O)(=O)c3ccccc3)ccc2O[C@@H]1CN(C)C(=O)Nc1cccc2ccccc12	-8	-4	1	-2	3	17	1	2
Oc1ccc(-c2csc(Nc3ccccn3)n2)cc1	24	-10	-5	-1	-86	12	-158	-4
CCOc1ccccc1CNC(=O)c1nn(C)c2c1CS(=O)(=O)c1ccccc1-2	-1	0	-4	4	-12	-16	-3	-2
Cc1ccc(S(=O)(=O)Nc2cccc3c2O[C@H](CN(C)S(=O)(=O)c2ccc(C)cc2)[C@H](C)CN([C@@H](C)CO)C3=O)cc1	5	nt	nt	nt	-36	nt	-14	6
O=C(O)/C=C/C(=O)Nc1ccc(Oc2ccccc2)cc1	3	-1	1	-2	-4	0	-37	-1
CO[C@H]1CN(C)C(=O)c2ccc(NS(=O)(=O)c3ccc(Cl)cc3)cc2OC[C@@H](C)N(C)C[C@@H]1C	17	0	-2	-6	-4	-4	0	12
S=c1[nH]ccn1-c1ccccc1Cl	14	-4	0	-7	-1	nt	9	2
O=C(Nc1ccc(Cl)cc1)c1cc(Br)ccc1OCC(=O)N1CCOCC1	nt	1	-2	5	14	-14	nt	nt
Cc1cccc(OCCn2c(=O)oc3ccc(C)cc32)c1	0	-1	19	21	-48	-3	-51	-8
CCC(=O)Nn1cnc2c(c1=O)C1(CCCCC1)Cc1ccccc1-2	nt	2	-1	6	nt	0	7	9
CCn1c2ccccc2c2nnc(SCC(=O)Nc3ncccn3)nc21	nt	0	5	-3	nt	-2	nt	nt
COc1ccc(NC2=CC(c3ccc(F)cc3)N(c3ccc(OC)cc3)C2=O)cc1 (stereo not drawn)	-3	nt	nt	-8	-24	nt	33	nt
COc1ccc(CCNC(=O)c2ccccc2NC(=O)c2ccco2)cc1OC	nt	-2	4	1	nt	-1	nt	-1
COc1cc2ccc(CC(N)=O)cc2cc1OC	nt	2	6	nt	-5	nt	-20	nt
COc1ccc(F)cc1CN1CCN(c2ncnc3scc(-c4ccccc4)c23)CC1	nt	4	-4	nt	nt	nt	-4	5
N#C[C@@H]1[C@H](c2ccc(-c3cccc(F)c3)cc2)[C@@H](CO)N1C(=O)c1cccnc1	-15	-1	-2	11	-6	-7	-1	20

Next part.
SMILES	INS-1E GSIS act	Cneo AK release	PglD inh	ARNT-TACC3 inh	LGR2 inh	Statin myotox sup	PAX8 inh HTS	PGC1a acetyl inh
CC1CC(C)CN(C(=O)C2CCN(C(=O)Nc3ccccc3)CC2)C1 (stereo not drawn)	-21	-2	-5	-5	19	13	4	9
Cc1ccc(S(=O)(=O)N(C)C[C@@H]2Oc3c(NC(=O)C4CCCCC4)cccc3C(=O)N([C@@H](C)CO)C[C@H]2C)cc1	14	-3	9	4	nt	2	-4	nt
CCn1cc(S(=O)(=O)c2ccc(C)cc2)c(=O)c2cc(F)c(N3CCN(C)CC3)cc21	-4	-1	-2	-4	-5	-3	9	-5
O=C(NNC(=O)c1cccc(C(F)(F)F)c1)c1ccc(-n2cnnn2)cc1	13	0	-2	-4	-5	-1	6	-6
Oc1c(Br)cc(Br)cc1CNc1ccccn1	20	-3	-1	-6	-12	16	-3	15
O=C(C1=NN[C@@H]2C(=O)N(c3cccc(C(F)(F)F)c3)C(=O)[C@H]12)c1cnccn1	5	nt	nt	8	-6	nt	10	-5
O=C(CN(c1ccc(Cl)cc1)S(=O)(=O)c1ccccc1)N/N=C/c1ccco1	-14	2	8	-4	1	24	nt	-2
O=C(COc1cccnc1[N+](=O)[O-])NC1CCS(=O)(=O)C1 (stereo not drawn)	-2	nt	nt	-2	18	nt	6	nt
CCn1c(Cc2ccc(OC)cc2)nnc1SCC(=O)NC1CC1	23	1	4	4	8	6	5	nt
CCOc1ccc(N2CC(C(=O)NCCN3C(=O)S/C(=C\c4ccc(OC)c(OC)c4)C3=O)CC2=O)cc1 (stereo not drawn)	4	nt	nt	-7	17	nt	-2	nt
CN1C(=O)C(O)(C2COC(C)(C)CC2=O)c2ccccc21 (stereo not drawn)	1	2	1	-26	5	5	nt	8
Cc1cc2c(C)c(C)c(=O)[nH]c2cc1N	nt	-1	2	-3	nt	nt	13	3
COc1ccc(Br)cc1CN(C)CC(=O)Nc1cc(Cl)cc(Cl)c1	-19	-18	1	-5	8	nt	-2	1
CC1(C)CC(=O)C=C(c2ccc(CO)cc2)C1=O	8	12	4	nt	15	-1	-21	10
CCCCOc1ccc(C(=O)N/C(=C/C=C/c2ccccc2)C(=O)N2CCOCC2)cc1	-25	nt	nt	1	-4	nt	-13	nt
COc1ccc(C2CC(c3cccc(F)c3)=NN2c2ccc(S(N)(=O)=O)cc2)cc1 (stereo not drawn)	2	0	-4	-47	-1	1	-11	-7
O=C(CN1CCOCC1)N[C@H]1CC[C@H](CCNS(=O)(=O)c2ccccc2F)O[C@H]1CO	-10	-4	-5	-17	-2	10	-1	9
CCCN(C)C[C@@H]1Oc2cc(-c3cccc(OC)c3)ccc2S(=O)(=O)N([C@@H](C)CO)C[C@@H]1C	7	0	-1	-1	5	-19	nt	-31
N#CCCN(Cc1cccs1)C(=O)c1ccc(Cl)cc1	4	nt	nt	-6	-7	nt	10	-4
O=C(NNC1=NCCC1)c1cccc(S(=O)(=O)N2CCOCC2)c1	5	1	-6	1	3	nt	8	10
CCn1c(O)c(/C=C2\C=NN=C2c2ccc(C)cc2)sc1=S	-5	nt	nt	-5	2	nt	-10	nt
C[C@@H]1CN([C@@H](C)CO)C(=O)c2cccc(NS(=O)(=O)c3ccc(Cl)cc3)c2O[C@H]1CN(C)Cc1ccc(-c2ccccc2)cc1	-29	1	-1	8	12	24	9	1
COC(=O)C(C(=O)OC)C1C=CCN(C(C)=O)C1 (stereo not drawn)	-1	-6	2	6	15	7	-15	nt
COc1cc(OC)cc(C(=O)OC(C)C(=O)NC2CCCc3ccccc32)c1 (stereo not drawn)	4	-2	2	-3	-13	21	4	3
COc1cc(/C=N/NC(=O)c2ccncc2)ccc1O	4&15	2&1	-2&2	3&5	8&-19	17&-7	11&3	-3&-4

In another format: results already given.
molecule,INS-1E GSIS act,Cneo AK release,PglD inh,ARNT-TACC3 inh,LGR2 inh,Statin myotox sup,PAX8 inh HTS,PGC1a acetyl inh
Cc1cc2c(C)c(C)c(=O)[nH]c2cc1N,nt,-1,2,-3,nt,nt,13,3
CCCCOc1ccc(C(=O)N/C(=C/C=C/c2ccccc2)C(=O)N2CCOCC2)cc1,-25,nt,nt,1,-4,nt,-13,nt

Further structures:
SMILES	INS-1E GSIS act	Cneo AK release	PglD inh	ARNT-TACC3 inh	LGR2 inh	Statin myotox sup	PAX8 inh HTS	PGC1a acetyl inh
COCCCNC(=O)/C(C#N)=C/c1c(N2CCN(c3ccc(OC)cc3)CC2)nc2c(C)cccn2c1=O	-3	1	-9	10	-22	16	-5	-8
Cn1cnc(S(=O)(=O)N2C[C@@H](O)COC[C@@H]3O[C@H](CC(=O)NCc4cccc(F)c4)CC[C@H]32)c1	1	-1	-4	-2	7	9	-1	7
CCCCN(CC)S(=O)(=O)N1CCC(C(=O)NCCCN2CCOCC2)CC1	-5	nt	nt	-2	1	nt	46	nt
COc1ccc(-c2[nH]ncc2/C=N/NC(=O)c2ccc(Br)cc2)c(OC)c1	-6	0	3	-3	-5	nt	37	-1
Cc1c(C)c2ccc(OCC(=O)Nc3cccnc3)c(C)c2oc1=O	6	-1	10	-2	-6	-8	-29	nt
C[C@@H]1CCCCO[C@@H](CN(C)S(=O)(=O)c2ccccc2)[C@H](C)CN([C@@H](C)CO)C(=O)c2cc(NC(=O)NC3CCCCC3)ccc2O1	-39	3	0	4	4	nt	10	-11
Cc1ccc(OC(=O)c2ccncc2)c(C)c1	1	5	-1	-3	5	-9	18	-12
Cc1noc(C)c1NC(=O)N(C)C[C@@H]1Oc2c(NC(=O)c3nc4ccccc4s3)cccc2C(=O)N([C@H](C)CO)C[C@@H]1C	-6	-3	1	10	28	-24	nt	-1
CC(C)C[C@H]1COCc2cn(nn2)CC[C@@H](Cc2ccccc2)C(=O)N1	18	1	nt	nt	0	nt	0	nt
CCCCCCC(=O)Nc1nc(C)c(-c2csc(Nc3ccc(Cl)cc3)n2)s1	nt	3	-2	-7	nt	1	nt	nt
Cn1cccc1C(=O)NC(=O)COC(=O)c1cc(Cl)ccc1[N+](=O)[O-]	9	1	0	-7	7	nt	9	-8
CCCN(CCC)C(=O)CSc1nc2n[nH]c(C)c2c(=N)n1-c1ccc(OC)cc1	nt	-2	1	-4	nt	nt	nt	23
Cc1cc(C)cc(-n2c3ccc(NC(=O)Cc4cccc5ccccc45)cc3c(=O)n2C)c1	-1	0	5	nt	-5	-236	22	-24
Cc1cc2nc(CS(=O)(=O)c3ccccc3)cc(=O)n2[nH]1	2	nt	nt	1	4	2	-3	0
CC(C)n1c(O)c(N=NC(=O)CNC(=O)CCc2ccccc2)c2ccccc21	1	nt	nt	2	7	5	14	nt
COc1ccc(-n2c(C)nn(C)c2=O)cc1	nt	1	1	38	nt	5	nt	nt
CCS(=O)(=O)Nc1ccc2c(c1)C(=O)N(C)[C@H]1CC[C@H](CC(=O)NC)O[C@H]1CO2	-12	-3	0	-1	17	19	-3	2
OCCN(CCO)CC(O)CN1c2ccccc2Sc2ccccc21 (stereo not drawn)	nt	4	6	11	nt	-1	nt	0
Cc1nc(N)sc1C(=O)Nc1ccccc1	20	-8	-1	0	-31	-2	nt	-4
CCC(=O)N1CCN=C1SCc1ccccc1Cl	8	3	4	-3	-7	14	-22	3
COCCn1c(C)cc(C(=O)COC(=O)CCS(=O)(=O)c2ccc(C)cc2)c1C	28	nt	nt	2	-4	nt	-16	nt
CCN1CCN(CCCNC(=O)c2cc3c(s2)-c2ccccc2OC3)CC1	-1	-1	-4	-1	0	1	-6	nt
COC(=O)c1sc2nc(CSc3nc4ccc(C)cc4[nH]3)[nH]c(=O)c2c1C	8	-1	-7	-6	1	-32	nt	4
CCN(CC)C(=O)CC(c1ccc(OC)cc1)c1c(OC)cc(OC)c2ccc(=O)oc12 (stereo not drawn)	-23	4	-1	-3	-36	-2	23	4
C[C@H]1CN([C@@H](C)CO)C(=O)Cc2cc(NC(=O)Nc3cccc4ccccc34)ccc2O[C@@H]1CN(C)Cc1ccc2c(c1)OCO2	-8	1	-5	10	-8	33	-2	5
O=C1/C(=C/C=C/c2ccco2)SC(=S)N1c1ccc(O)cc1	-9	nt	nt	5	21	5	-6	-7
